Compound activity deposited in PubChem by National Center for Advancing Translational Sciences (NCATS).
FBPA coupling cs: inhibits coupling enzyme system, counter-screen for aldolase hits. actives 0.67% (n = 290,000). activity change, negative = inhibition, % at 58.2 µM, hits read low. AID 2472. coupling enzyme system counterscreen, AmpLite Red fluorescence; in the data active = activity change below about -30%
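Coupling enzymes only (glyceraldehyde-3-phosphate) + compound, at 57.5 uM final, 10 min RT; add substrate/coupling/AmpLite Red mix, 20 min RT; fluorescence ex 525/em 598 nm. Actives flag coupling-system interference.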
KCNH2 3.1 block: inhibitors of human KCNH2 3.1 potassium channel isoform; U2OS KCNH2 3.1, thallium flux FluxOr; active compounds read low; activity change, % (tested at about 1.8 µM); actives 0.95% (n = 340,000); AID 720553;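 active = maximum activity change below -70%; inconclusive = maximum activity change from -70% to -50%; inactive = maximum activity change above -50%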;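 also: thallium influx rate constant from kinetic fluorescence after stimulation buffer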
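Steps: virus added to U2OS suspension (4 h, RT, dark); medium with 10% FBS added, cells plated, 37 C overnight; FluxOr/Red40 loading buffer 45 min RT; stimulation buffer, 2 min kinetic read; rate constant normalized.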
GALK inh: galactokinase (human) inhibition; AID 1868; P51570; Purified GALK, Kinase-Glo residual ATP luminescence; actives 0.007% (n = 270,000); Potency, µM (doses to about 57.5 µM), for the others: top-dose activity change, negative = inhibition, actives largely listed as inhibitors; also: potency is read from the fitted curve at half-maximal effect
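5 nM enzyme, 35 uM ATP, 100 uM galactose, 20 mM HEPES pH8.0, 5 mM MgCl2; 1 h RT; residual ATP by Kinase-Glo Plus luminescence, qHTS format.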
uPA surface inh: blocks generation of uPA at the cell surface; cell surface uPA generation assay, qHTS; Potency, µM (titrated, usually from 38.3 µM), for the others: at the top dose activity change, negative = inhibition, actives largely listed as inhibitors; actives 0.31% (n = 330,000); AID 540303; active = well fitted inhibition curve with a large enough effect; inconclusive = small, poorly fitted or top-dose-only effect; inactive = no such curve, though single readings can be large or run the other way; tested in mouse RAW 264.7 cells; also: potency is read from the fitted curve at half-maximal effect; nearly all actives have a fitted effect of over 55% in size
Giardia kill: kills Giardia lamblia; activity change, % at 7.66 µM, hits read low; actives 0.15% (n = 340,000); Giardia lamblia trophozoite viability; AID 540267; in the data active = activity change below about -80%; inconclusive = between about -30% and that limit;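 also: parasites exposed to compound for two days anaerobically before the ATP read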
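Media and compound were dispensed first, then trophozoites at 100 cells/well; plates sat 48 hrs at 37 deg C without oxygen before ATP luminescence reagent was added and read after 15-30 min at room temperature.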
B2AR arrestin: beta2AR (human) beta-arrestin recruitment activity | P07550 | beta-arrestin recruitment to beta2AR, cell-based reporter | Potency, µM (doses to about 46.1 µM), for inactives: at the highest dose activation, usual class: activators | actives 0.02% (n = 330,000) | AID 492947;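 also: potency is read from the fitted curve at half-maximal effect; 0% = DMSO controls and full agonism = EC100 isoproterenol or metaproterenol; nearly all actives have a fitted effect of over 65% in size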
PKM2 act: increases activity of human pyruvate kinase M2; purified PKM2, Kinase-Glo ATP luminescence, activation; response scale: 0% is enzyme alone, no compound; actives 0.34% (n = 260,000); Potency, µM (highest dose often 57.5 µM), for the others: at the highest dose activation, hits mostly activators; P14618; also: potency is read from the fitted curve at half-maximal effect; nearly all actives have a fitted effect of over 55% in size
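ATP formation by purified human PK-M2, quantified via coupled luciferase luminescence after 1 h at room temperature with 0.1 mM ADP and 0.5 mM PEP final.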
Chronic BCR inh: inhibitors of chronic active B-cell receptor signaling | ABC-DLBCL IkBa-CBG/CBR reporter, luminescence ratio, 4 h | Potency, µM (titrated, usually from 46.1 µM), without a hit: at the top dose ratio change, negative = lower green/red ratio, hits mostly inhibitors | AID 493014 | actives 0.05% (n = 340,000); active = well fitted inhibition curve with a large enough effect in the signal ratio, with a control signal flat, not every such curve was filed as active; inconclusive = small, poorly fitted or top-dose-only effect, or effect the other way, or a change in a side signal; the % refers to the signal ratio;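 also: potency is read from the fitted curve at half-maximal effect; plate controls were basal doxycycline-induced cells for no effect and cells given 10 µM MG132 for full effect; MG132 reads +100%, hits lower the ratio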
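TMD8 ABC-DLBCL cells carrying doxycycline-inducible green luciferase fused to IkappaBalpha plus unfused red luciferase were exposed to compounds (up to 46 uM) for 4 hrs at 37C. Activity came from the overlap-corrected green/red luminescence ratio.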
USP2a inh: inhibitors of human ubiquitin-specific protease USP2a. actives 0.01% (n = 330,000). Potency, µM (highest dose often 38.3 µM), without a hit: top-dose activity change, negative = inhibition, actives largely listed as inhibitors. USP2 core, Ub-CHOP2 coupled fluorogenic reporter, 485/531. O75604;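 also: potency is read from the fitted curve at half-maximal effect; plate controls were DMSO wells for no effect and full inhibition by NEM control for full effect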
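Deubiquitinase activity read as fluorescence (485/531 nm) after Ub-CHOP2 cleavage activates the enterokinase reporter on its substrate; USP2 core 10nM, Ub-CHOP2 and substrate 25nM each, 30min compound preincubation then 60min RT; data normalized to NEM, curves fitted.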
hERG WT inh: blocks the wildtype human KCNH2 potassium channel; U2OS, BacMam KCNH2, thallium flux FluxOr; active compounds read low; activity change, % at 1.84 µM; Q12809; actives 0.37% (n = 340,000); AID 720551;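 active = maximum activity change below -70%; inconclusive = maximum activity change between -70% and -50%; inactive = maximum activity change above -50%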
Target sequence (Q12809 whole entry, looked up): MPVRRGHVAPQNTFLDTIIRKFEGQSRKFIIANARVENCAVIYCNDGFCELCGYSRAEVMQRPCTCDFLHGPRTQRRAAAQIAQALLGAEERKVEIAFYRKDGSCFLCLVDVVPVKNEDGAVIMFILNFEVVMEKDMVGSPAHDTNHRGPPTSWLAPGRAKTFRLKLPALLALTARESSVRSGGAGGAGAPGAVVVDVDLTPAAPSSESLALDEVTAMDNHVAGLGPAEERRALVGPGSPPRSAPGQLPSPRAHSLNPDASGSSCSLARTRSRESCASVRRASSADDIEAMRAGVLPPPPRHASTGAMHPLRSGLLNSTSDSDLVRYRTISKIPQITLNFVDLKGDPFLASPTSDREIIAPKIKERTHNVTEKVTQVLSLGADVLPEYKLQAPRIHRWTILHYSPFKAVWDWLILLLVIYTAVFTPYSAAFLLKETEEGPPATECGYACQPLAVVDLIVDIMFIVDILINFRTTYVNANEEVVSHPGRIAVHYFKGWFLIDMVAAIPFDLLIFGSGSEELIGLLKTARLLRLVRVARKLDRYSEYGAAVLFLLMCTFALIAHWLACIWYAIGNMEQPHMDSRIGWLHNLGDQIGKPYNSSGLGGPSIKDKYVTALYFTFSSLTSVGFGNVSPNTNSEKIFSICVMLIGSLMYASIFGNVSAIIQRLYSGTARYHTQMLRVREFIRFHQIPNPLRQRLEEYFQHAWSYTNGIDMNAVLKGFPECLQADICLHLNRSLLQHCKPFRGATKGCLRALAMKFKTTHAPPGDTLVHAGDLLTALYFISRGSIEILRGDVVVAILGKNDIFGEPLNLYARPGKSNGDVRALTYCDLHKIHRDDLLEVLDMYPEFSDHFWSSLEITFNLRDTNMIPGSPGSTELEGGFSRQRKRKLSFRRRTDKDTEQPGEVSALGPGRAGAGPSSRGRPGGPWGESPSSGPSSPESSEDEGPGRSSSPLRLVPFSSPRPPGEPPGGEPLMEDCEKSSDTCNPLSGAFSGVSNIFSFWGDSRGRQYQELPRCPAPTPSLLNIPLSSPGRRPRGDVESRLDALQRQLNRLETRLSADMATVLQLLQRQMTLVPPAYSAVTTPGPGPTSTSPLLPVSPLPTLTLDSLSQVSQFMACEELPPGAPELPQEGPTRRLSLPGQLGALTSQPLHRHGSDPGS
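U2OS cells were transduced with wild-type KCNH2 virus (2.03 x 10^8 / mL) for 4 h at room temperature, then cultured overnight at 37 C. Thallium flux was read with FluxOr dye. Rate constants were normalized to DMSO controls.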
Eya2 inh: inhibitors of human Eya2 phosphatase activity; recombinant Eya2, OMFP fluorescence dephosphorylation (OMFP is methylfluorescein phosphate); Potency, µM (series often up to 76.9 µM), inactives show at the highest dose activity, negative = inhibition, hits mostly inhibitors; AID 488837; actives 0.006% (n = 330,000); also: potency is read from the fitted curve at half-maximal effect
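Eya2 protein (added as 0.2 uM solution) was preincubated with compound for 10 min at ambient temperature in 50 mM HEPES pH 7.5, 50 mM NaCl, 5 uM MgCl2, 0.05% BSA, 1 mM DTT. OMFP (added at 50 uM) then reacted 10 min; fluorescence read at 485/525 nm.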
The depositor's hits bear a star; u = inconclusive; x = not tested or not shown; & = joins results of further samples; [ ] = dose if it differs, or a comment. Unless noted, calls follow the shape of the dose curve; as a rule, active = well fitted curve in the direction sought with a large enough effect; inconclusive = small, poorly fitted or top-dose-only effect, or another doubt; inactive = no such curve, though single readings can be large; an effect the other way counts as inactive or inconclusive. Unless noted, % is scaled to controls: 0 for no effect and ±100 for the full control effect.

SMILES	FBPA coupling cs	KCNH2 3.1 block	GALK inh	uPA surface inh	Giardia kill	B2AR arrestin	PKM2 act	Chronic BCR inh	USP2a inh	hERG WT inh	Eya2 inh
COc1ccc(C2=Nn3c([n+](C)c4ccccc43)SC2)cc1	1	6	0%	3.5µM*	4	0.1%	2%	u	-1%	3	-4%
CCC(C)NC(=O)c1cc(-c2cccs2)nc2ccccc12 (configuration not stated)	-3	-6	1%	-9%	-9	0.0%	x	9%	-1%	2	3%
CC(=O)N1CCc2cc(S(=O)(=O)NC3CCCc4ccccc43)ccc21 (configuration not stated)	2	-9	-1%	1%	24	-0.4%	-14%	7%	1%	-2	-1%
CC1CN(C(=O)CSc2nnc(-c3ccncc3)n2-c2ccccc2)CC(C)O1 (configuration not stated)	-1	-1	-1%	1%	22	-0.5%	-6%	0%	3%	19	2%
O=C(Nc1ccc(CN2CCOCC2)cc1)c1cccc(F)c1	1	-7	0%	x	24	-0.1%	-4%	-8%	0%	8	23%
O=C(CCl)N1CCN(S(=O)(=O)c2ccc3c(c2)CCC3)CC1	x	0	x	1µM*	-20	-0.7%	x	u	3%	-9	-9%
Cc1ccnc(Nc2nc(-c3ccc(Cl)cc3)cs2)c1	-2	4	2%	-6%	-12	-1.0%	-1%	u	1%	0	-12%
c1ccc2c(c1)CCCN2c1nc(N2CCOCC2)nc(N2CCOCC2)n1	3	15	x	9%	-18	-0.4%	1%	-20%	3%	-2	5%
CCOc1ccc2nc(NC(=O)C3CSC4(C)CCC(=O)N34)sc2c1 (configuration not stated)	x	-14	x	u	3	0.3%	x	5%	2%	5	-12%
O=C(OCC1CC(c2ccccc2Cl)=NO1)c1ccc(Br)cc1 (configuration not stated)	-2	9	1%	-2%	-11	0.4%	-1%	5%	1%	2	2%
CCN(CC)CCCNC(=S)N1CCn2c(nc3ccccc32)C1	0	-1	1%	1%	13	-1.0%	-2%	3%	2%	13	6%
CCOC(=O)c1c(C)[nH]c(C(=O)CN2C(=O)C(=O)N(CC(C)C)C2=O)c1C	1	7	-2%	7%	-10	0.0%	1%	-1%	8%	5	7%
CC(Oc1ccc(C(C)(C)C)cc1)C(=O)NC1CC(C)(C)NC(C)(C)C1 (configuration not stated)	x	5	5%	-15%	5	0.0%	-1%	0%	-6%	-4	7%
O=C(O)/C=C/c1ccc(S(=O)(=O)N(CCO)CCO)cc1	-2	0	-2%	1%	2	-1.4%	-3%	15%	-1%	-1	-3%
O=C(CCCn1c(SCC(=O)Nc2ccccc2C(F)(F)F)nc2ccccc2c1=O)NCC1CCCO1 (configuration not stated)	1	-12	-9%	0%	-8	0.6%	x	3%	5%	0	3%
Cc1ccc(-c2cc(-c3cccs3)[nH]n2)c(O)c1	1	x	0%	13%	-6	-0.7%	-2%	u	4%	-10	-27%
O=C(NCc1ccccc1F)c1ccc2ccccc2n1	2	5	2%	1%	6	-0.9%	-3%	10%	0%	12	-1%
CC(NC(=O)CSc1nnc2n1CCCCC2)c1ccccc1Cl (configuration not stated)	x	-9	x	14%	0	0.2%	x	1%	3%	-15	10%
O=c1cc(CN2CCCCCC2)nc2sccn12	-2	-20	4%	-2%	-4	4.5%	-2%	-12%	1%	-11	9%
COc1cc2c(cc1OC)C(C(=O)NCCN1CCOCC1)C1c3ccccc3CCN1C2=O (configuration not stated)	-1	7	1%	-1%	9	-0.3%	2%	1%	0%	1	7%
CS(=O)(=O)NNC(=O)c1csc(Cc2c(Cl)sc3ccc(Cl)cc23)n1	-2	-7	0%	1%	8	-0.4%	0%	4%	2%	-9	-3%
Cc1ccc(CN2C(=O)CSC2c2ccccc2F)cc1 (configuration not stated)	3	6	-1%	-1%	0	0.5%	x	0%	-5%	9	12%
CCn1c(SCC(=O)Nc2ccc(F)cc2)nnc1-c1cnccn1	x	8	-1%	3%	35[activator]	0.0%	x	-10%	7%	-22	0%
COc1ccc(/C=C/C(=O)OCC(=O)N2CCCC2)c(OC)c1	x	22	x	2%	-5	-0.9%	x	-7%	-4%	-2	-4%
CCOc1ncccc1C(=O)Nc1ccc(-c2ccc3nnc(C)n3n2)cc1	1	8	1%	15%	21	-0.1%	-2%	u	0%	4	2%
COc1ccc(S(=O)(=O)N(C)CC(=O)NC2CCCCC2)cc1Cl	1	9	-3%	x	-18	0.0%	7%	2%	3%	-14	3%
CC(=O)Nc1ccc(/C=N/NC(=O)c2cc(-c3ccco3)nc3ccccc23)cc1	4	23	0%	-1%	-3	-0.2%	7%	1%	-1%	-4	u
COc1cc2c(cc1OC)CN(C(=O)/C=C/c1cccs1)CC2	1	13	-2%	3.2µM*	6	-0.7%	2%	u	5%	-5	8%
Cc1[nH]nc2c1C(c1cccs1)C1=C(CC(C)(C)CC1=O)N2 (configuration not stated)	1	19	1%	10%	-2	-0.2%	-3%	5%	2%	-4	-7%
COc1cc(-c2nc3ccc(N4CCN(C)CC4)cc3[nH]2)cc(OC)c1OC	-21	-5	1%	-5%	-4	-0.1%	-3%	15%	0%	-7	-13%
O=C(N/C(=C\c1ccc([N+](=O)[O-])cc1)C(=O)N1CCCCC1)c1ccc(Br)o1	x	-1	-7%	u	-1	-0.4%	-1%	1%	-2%	22	-26%
COc1ccccc1OCCCC(=O)Nc1nccs1	0	-16	-1%	-12%	11	0.2%	-2%	u	-6%	-2	-7%
S=c1[nH]cnc2scc(-c3ccccc3)c12	-2	4	3%	-2%	6	-0.7%	4%	1%	4%	-2	-2%
COC(=O)c1ccc(C23CC4(C2)[C@H](CN(CC2CCCCC2)[C@@H]4c2ccccc2)C3c2ccc(C(F)(F)F)cc2)cc1 (some centres not stated)	1&0	-16	-2%	16%	3	-0.2%	-7%&-6%	-2%	4%	-8	-11%
CC1=NN(C(C#N)c2ccc(F)cc2)C(C)(C)C1 (configuration not stated)	0	4	1%	8%	-6	-0.8%	-3%	10%	0%	2	-2%
N#CC1(NC(=O)COc2ccc(S(=O)(=O)N3CCCC3)cc2[N+](=O)[O-])CCCCC1	x	-3	x	-8%	-20	-0.7%	x	-2%	0%	-10	0%
CCCn1c(SCC(=O)NCc2ccc(OC)cc2)n[nH]c1=O	-2	-5	0%	3%	8	-0.1%	-25%	0%	2%	1	11%
CS(=O)(=O)c1ccc(Cl)c(NC(=O)Cc2c(Cl)cccc2Cl)c1	0	9	4%	-1%	3	-0.2%	0%	0%	1%	-4	-1%
Cc1ccc2c(c1)C(=O)CC(O)(C(F)F)O2 (configuration not stated)	4	-1	0%	5%	5	-1.0%	5%	5%	2%	-9	3%
CC1CCCC(NC(=O)COC(=O)CN2C(=O)C3CCCCC3C2=O)C1C (configuration not stated)	5	10	1%	1%	1	-0.1%	-5%	10%	-2%	-8	-5%
Cc1ccc(C)c(NC(=O)Cc2nc(CNCC(C)C)cs2)c1	1	6	0%	12%	-10	0.1%	-6%	3%	0%	11	1%

Record cards, as listed above. Screens in order: FBPA coupling cs | KCNH2 3.1 block | GALK inh | uPA surface inh | Giardia kill | B2AR arrestin | PKM2 act | Chronic BCR inh | USP2a inh | hERG WT inh | Eya2 inh
Shown for O=C(N/C(=C\c1ccc([N+](=O)[O-])cc1)C(=O)N1CCCCC1)c1ccc(Br)o1 = x | -1 | -7% | u | -1 | -0.4% | -1% | 1% | -2% | 22 | -26%
Shown for COc1ccccc1OCCCC(=O)Nc1nccs1 = 0 | -16 | -1% | -12% | 11 | 0.2% | -2% | u | -6% | -2 | -7%
Shown for CC1=NN(C(C#N)c2ccc(F)cc2)C(C)(C)C1 (configuration not stated) = 0 | 4 | 1% | 8% | -6 | -0.8% | -3% | 10% | 0% | 2 | -2%
Shown for N#CC1(NC(=O)COc2ccc(S(=O)(=O)N3CCCC3)cc2[N+](=O)[O-])CCCCC1 = x | -3 | x | -8% | -20 | -0.7% | x | -2% | 0% | -10 | 0%
Shown for S=c1[nH]cnc2scc(-c3ccccc3)c12 = -2 | 4 | 3% | -2% | 6 | -0.7% | 4% | 1% | 4% | -2 | -2%
